# Bioassay records (PubChem)
# Epigenetic derep = epigenetic control regulation, reporter derepression; actives 0.2% (n = 280,000); Potency, µM (series often up to 53.9 µM), for inactives: at the top dose GFP activation, usual class: activators; murine LDR cells, GFP reporter derepression, 30 h; active = well fitted activation curve with a large enough effect; inconclusive = small, poorly fitted or top-dose-only effect; note: % of control where 0% means no effect; nearly all actives have a fitted effect of over 60% in size
#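 Readout is the number of GFP-expressing murine LDR cells, counted by cytometry following washing. Cells were treated with compound for 30 h at 37 C; the stably integrated CMV-GFP locus is normally silent.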
# Lamin A splicing = changes lamin A minigene splicing in HeLa cells | HeLa LMNA splicing GFP/RFP minigene ratio, 48 h | Potency, µM (titrated, usually from 46.1 µM), for inactives: at the top dose ratio change, negative = inhibition, actives largely listed as inhibitors | actives 0.01% (n = 200,000) | AID 1487; active = well fitted inhibition curve with a large enough effect in the signal ratio, with a control signal flat, not every such curve was filed as active; inconclusive = small, poorly fitted or top-dose-only effect, or effect the other way, or a change in a side signal; the % refers to the signal ratio; note: % is set by controls: 0 for no effect and ±100 for the full control effect
#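 S3 HeLa stable clones carrying a lamin A-EGFP splicing minigene plus DsRed2 were seeded at 600 cells/well in Opti-MEM with 2% FBS, pin-dosed and incubated 48 h at 37°C. Acumen cytometry (488 nm) gave the GFP/RFP total-intensity ratio.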
# Numbers without * were called inactive; ? = inconclusive; [ ] = dose if it differs, or a comment. Potency is the fitted concentration of half-maximal effect. Not all compounds are listed; count on the stated rates, not on these rows.
# Screens in order: Epigenetic derep, Lamin A splicing
COc1ccccc1NC(=O)CSc1nc(-c2ccc(C(C)(C)C)cc2)c(C#N)c(=O)[nH]1
    -0.8%, -5.5%[46 µM]
O=C(Nc1ccccc1C(=O)OCc1cc(=O)n2nc(C3CC3)sc2n1)c1cccc(Cl)c1
    -2.1%, 15.5%[46 µM]
Cc1cn2c(=O)cc(COC(=O)c3cccc(NC(=O)COc4ccc(Cl)cc4)c3)nc2s1
    6.4%, -4.5%[46 µM]
COc1cc2c(cc1OC)n(CC(=O)c1ccc(C)cc1)c(=O)n1nc(CCn3nc(C)cc3C)nc21
    -1.3%, -24.1%[46 µM]
CC(C)CCNC(=O)CN1C(=O)CCn2nc(-c3cn(C)c4ccccc34)cc21
    -1.7%, 9.1%[46 µM]
CCCN1CCN(CCCNC(=O)Cn2c(-c3cccs3)cc3cc(Cl)ccc32)CC1
    -1.2%, ?
CCOc1ccc(NC(=O)c2sc3nc4n(c(=O)c3c2C)CCC4)cc1
    0.0%, ?
NC(=O)c1nn2c(C(F)(F)F)cc(-c3ccc(Br)cc3)nc2c1Cl
    -1.3%, -7.4%[46 µM]
Cc1ccc(C(=O)c2cn(CC(=O)Nc3ccc4c(c3)OCCO4)c3nc(C)ccc3c2=O)cc1
    ?, 13.3%[46 µM]
Cc1cccc(C(=O)N2CCc3cc(CNC(=O)c4ccc(Br)o4)ccc32)c1
    5.2%, ?
O=S(=O)(NCC(c1ccco1)S(=O)(=O)c1cccs1)c1ccc(Cl)cc1 (stereo unspecified)
    7.6%, ?
CC(=O)Nc1cccc(NC(=O)Cc2csc(COc3cccc(C)c3)n2)c1
    -1.6%, 7.4%[46 µM]
COc1ccc(CCNC(=O)Cn2c(=O)nc(-c3ccccc3F)c3cc(Cl)ccc32)cc1OC
    -8.5%, -22.2%[46 µM]
CC1CCN(S(=O)(=O)c2ccc3[nH]ccc3c2)CC1
    -1.2%, -10.9%[46 µM]
COc1ccc(N2CCN(C(=O)c3cnc(SC)nc3C)CC2)cc1
    0.0%, 9.7%[46 µM]
Cc1nc(-c2ccc(C)c(S(=O)(=O)N3CCC(C(=O)NCc4ccc(Cl)cc4)CC3)c2)no1
    0.8%, -7.0%[46 µM]
CCOC(=O)c1ccc(NC(=O)c2c(NCc3cc(OC)c(OC)cc3OC)sc3c2CCCC3)cc1
    -0.2%, ?
Cc1cccc(CCNC(=O)c2ccc(CSCc3cccc(Cl)c3)o2)c1
    -1.1%, ?
CCN1CCN(CCCNC(=O)c2cnn(-c3ccccc3Cl)c2C2CCN(C(=O)OC(C)(C)C)CC2)CC1
    2.1%, -6.5%[46 µM]
Cc1cccc(-c2nc(Cn3c(=O)cc(-c4ccccc4)c4c(C)nn(C)c43)c(C)o2)c1
    0.0%, -22.9%[46 µM]
CC(C)CCNC(=O)c1cnc2sc(N3CCCCCC3)nn2c1=O
    0.0%, ?
Cc1ccc(CCNC(=O)c2ccc3c(c2)N(Cc2cccc(Cl)c2)C(=O)c2ccccc2S3(=O)=O)cc1
    0.0%, -5.3%[46 µM]
COc1cccc(Cc2nc3ccccc3nc2SCC(=O)NCc2ccc(C)cc2)c1
    2.1%, ?
Cc1c(C(=O)NCc2cccc(Cl)c2)sc2nc[nH]c(=O)c12
    2.2%, -5.0%[46 µM]
O=C(CN1N=C(c2ccc(Cl)cc2)CCC1=O)NCCc1ccccc1
    5.7%, 1.0%[46 µM]
CCOC(=O)N1CCC2(CC1)OC(=O)C(C)=C2C(=O)NCc1ccc(C)cc1
    -0.4%, 24.4%[46 µM]
COc1ccc2c(c1)CC(C(=O)Nc1c(C)cc(C)cc1C)CO2 (stereo unspecified)
    -0.9%, ?
Cc1ccc(NC(=O)C2Cc3ccccc3N2C(=O)c2ccccc2)cc1Cl (stereo unspecified)
    -4.2%, 10.2%[46 µM]
O=C(CN1C(=O)COc2ccc(S(=O)(=O)NC3CCCC3)cc21)Nc1ccc(Cl)cc1F
    -1.2%, -1.1%[46 µM]
Cc1nc2ccccn2c(=O)c1NC(=O)c1ccc(F)c(F)c1
    -2.1%, -0.5%[46 µM]
CN(C)CCNC(=O)C(=O)NCC(c1ccc2c(c1)OCO2)N1CCOCC1 (stereo unspecified)
    0.0%, -10.9%[46 µM]
O=c1[nH]c2ccc(NCc3ccc(-c4ccc(Br)cc4)o3)cc2[nH]1
    1.6%, 14.2%[46 µM]
CCc1ccc(NC(=O)Cn2c(=O)nc(-c3ccccc3F)c3cc(Cl)ccc32)cc1
    2.2%, -5.8%[46 µM]
COC(=O)c1ccccc1NC(=O)c1cnc2c(-c3cccc(C)c3)c(C)nn2c1C
    2.9%, -2.6%[46 µM]
Cc1c(Cl)cccc1NC(=O)Cn1cnc(S(=O)(=O)N2CCCC2)c1
    2.3%, -9.2%[46 µM]
CCOc1ccccc1CNC(=O)C1CCN(S(=O)(=O)c2c(C)noc2/C=C/c2ccccc2F)CC1
    -1.7%, -20.9%[46 µM]
COCCNc1oc(-c2ccccc2)nc1S(=O)(=O)c1ccc(Br)cc1
    1.4%, ?
Cc1oc2c(c1C(=O)NCc1cccc(Br)c1)C1=NCCN1C=N2
    0.0%, 3.5%[46 µM]
COc1cc(NC(=O)C2CCN(S(=O)(=O)c3c(C)noc3/C=C/c3ccccc3F)CC2)cc(OC)c1OC
    ?, 4.0%[46 µM]
Cc1cccc(C(=O)Nc2nnc(S(=O)(=O)N3CCCc4ccccc43)s2)c1
    ?, -24.2%[46 µM]
CCOC(=O)c1ccc(NC(=O)Cn2c(=O)cc(C(F)(F)F)c3c(C)nn(C)c32)cc1
    0.0%, -2.7%[46 µM]
CCN(CC)CCCNC(=O)c1cnc(SC)nc1-c1ccccc1
    -1.2%, 2.7%[46 µM]
COc1ccc(Cl)cc1NC(=O)c1c(NCc2cccnc2)sc2c1CCC(C)C2 (stereo unspecified)
    ?, -20.8%[46 µM]
O=C(Nc1ccccc1C(=O)OCc1cc(=O)n2c3c(sc2n1)CCCC3)c1ccc(F)cc1
    -2.0%, 11.5%[46 µM]
Cc1ccc(NC(=O)CSc2nc(=O)n(Cc3ccco3)c3c2CCC3)cc1F
    0.2%, -2.0%[46 µM]
Cc1c(Cl)cccc1NC(=O)C(CCS(C)(=O)=O)N1Cc2ccccc2C1=O (stereo unspecified)
    -0.2%, 14.6%[46 µM]
COCc1cc(C)nc2c1C(=O)NC(c1ccc(C)cc1)N2Cc1ccccc1 (stereo unspecified)
    7.7%, -4.3%[46 µM]
O=C(c1ccc(Cl)cc1)N1CCC(c2nc3ccccc3o2)CC1
    -1.6%, 1.5%[46 µM]
CCn1c2c(c(=O)n3ncc(C(=O)N4CCN(c5ccccc5)CC4)c13)CN(Cc1ccc(OC)cc1)CC2
    -0.9%, -3.1%[46 µM]
CCc1nc2ccc(C(=O)NCCc3ccc(OC)cc3OC)cc2nc1CC
    0.0%, ?
COC(=O)c1ccccc1NC(=O)C1=C(C)C(=O)OC12CCCCCC2
    -0.4%, 20.3%[46 µM]
COc1ccc(S(=O)(=O)NCCc2sc(C)nc2C)cc1F
    0.0%, 12.9%[46 µM]
CN1C(=O)Cc2cc(S(=O)(=O)NCc3ccc(Cl)cc3)ccc21
    0.8%, 3.3%[46 µM]
COc1ccc(NC(=O)CSC2=Nc3ccccc3C3=NC(CCC(=O)NCCc4ccccc4)C(=O)N23)cc1 (stereo unspecified)
    -2.4%, -13.2%[46 µM]
COc1ccc(Cl)cc1NC(=O)Cn1cc(C(=O)c2ccc(C)cc2)c(=O)c2ccc(C)nc21
    0.0%, 14.5%[46 µM]
O=C1CCSC2(C(=O)N(Cc3ccc(F)cc3)c3ccccc32)N1c1ccccc1 (stereo unspecified)
    11.4%, ?
CCOC(=O)c1c(C)oc2nc(C)nc(N3CCN(c4ccccc4)CC3)c12
    -1.3%, -25.8%[46 µM]
Cc1cc(C)n(-c2nnc(Nc3cc(Cl)ccc3C)c3ccccc23)n1
    -3.5%, 8.7%[46 µM]
CCCCn1c(SCC(=O)Nc2ccc(F)cc2)nc2c(sc3ccccc32)c1=O
    10.4%, 5.6%[46 µM]
Cc1ccc(/C=C/c2onc(C)c2S(=O)(=O)N2CCC(C(=O)N3CCN(c4cccc(C)c4)C(C)C3)CC2)cc1 (stereo unspecified)
    1.7%, -10.9%[46 µM]

# Additional results.
# Screens in order: Epigenetic derep, Lamin A splicing
Cc1ccccc1NS(=O)(=O)c1nnc(NC(=O)c2ccco2)s1
    ?, 0.0%[46 µM]
Cc1cc(C)cc(Nc2ncnc3c2nc2n3CCCC2)c1
    -0.2%, -24.3%[46 µM]
COc1ccc(CNC(=O)CCC(=O)N2CC3CCCN3c3ccccc32)c(OC)c1 (stereo unspecified)
    1.5%, -18.7%[46 µM]
COc1cccc(NC(=O)CN2C(=O)C3(SCC(=O)N3c3cc(C)cc(C)c3)c3ccccc32)c1 (stereo unspecified)
    0.0%, ?
Cc1ccc(SCC(=O)Nc2ccc3oc(-c4ccc(F)cc4)nc3c2)cc1
    0.0%, ?
CCOc1ccc(N(C)C(=O)CS(=O)(=O)c2cccc3nsnc23)cc1
    2.2%, -3.3%[46 µM]
COc1ccc(CCN2C(=O)CN(C3CCCCCC3)C(=O)C2c2ccc(C)cc2)cc1OC (stereo unspecified)
    1.6%, -5.7%[46 µM]
CCCc1nnc(SCc2cc(=O)c3c(C)cc(C)cc3[nH]2)n1C
    -0.7%, ?
CCN(CC)C(=O)c1sc2c(c1C)c(=O)n(-c1ccc(Cl)c(Cl)c1)c(=O)n2Cc1cc(=O)n2c(C)cccc2n1
    5.2%, 13.4%[46 µM]
CCS(=O)(=O)c1cccc(C(=O)Nc2ccc(-c3nc4ccccc4s3)c(O)c2)c1
    -4.0%, 13.6%[46 µM]
COc1cc(OC)c(NC(=O)N2CCOc3ccc(C)cc32)cc1Cl
    0.8%, 7.4%[46 µM]
CCOC(=O)c1c(C)[nH]c(CCC(=O)NCc2ccc(OC)cc2OC)c1C
    -1.8%, -3.1%[46 µM]
CCc1ccc(C(=O)COC(=O)C(Cc2c[nH]c3ccccc23)NC(=O)c2ccc(CC)cc2)cc1 (stereo unspecified)
    -1.1%, 2.9%[46 µM]
CCOc1ccc(-c2nnc(SCC(=O)NCc3ccc(C)cc3)nc2-c2ccc(OCC)c(OC)c2)cc1OC
    2.1%, 24.2%[46 µM]
CN1c2ccccc2-c2nc(SCC(=O)Nc3ccccc3)ncc2S1(=O)=O
    -1.1%, -15.5%[46 µM]
Cc1c(Cl)cccc1-n1ncc(C(=O)NCc2cccs2)c1C1CCN(C(=O)OC(C)(C)C)CC1
    -1.3%, ?
Cc1c(C(=O)NCc2ccc(Cl)cc2)sc2nc3n(c(=O)c12)CCC3
    1.4%, ?
Cc1ccc2nc(CN3CCN(C(=O)Nc4cccc(C)c4C)CC3)oc2c1
    -4.4%, 1.2%[46 µM]
O=C(NCc1ccccc1Cl)c1ccc(CSCc2ccccc2Cl)o1
    -1.0%, -15.4%[46 µM]
COC(=O)c1sc2cccc(F)c2c1S(=O)(=O)NC(C)c1ccccc1 (stereo unspecified)
    1.5%, 1.4%[46 µM]
Cc1oc2ncn(CC(C)C)c(=O)c2c1C(=O)NCCCN1CCCCC1C (stereo unspecified)
    -1.3%, -12.5%[46 µM]
CCOc1ccc(-c2nonc2NC(=O)c2oc3ccc(F)cc3c2C)cc1
    0.0%, 4.9%[46 µM]
Cc1ccc(CSC2=Nc3ccccc3C3=NC(CCC(=O)NCc4cccs4)C(=O)N23)cc1 (stereo unspecified)
    -1.3%, -9.2%[46 µM]
Cc1ccc(NS(=O)(=O)c2ccc3c(c2)CCCN3C(=O)C2CCC2)cc1Cl
    -0.2%, ?
CCOc1ccccc1NC(=O)CN1c2ccccc2S(=O)(=O)c2ccccc21
    0.0%, ?
Cc1ccc(-n2ncc(C(=O)NCCN3CCN(C)CC3)c2C2CCN(C(=O)OC(C)(C)C)CC2)cc1C
    0.0%, -8.7%[46 µM]
Cc1ccc(S(=O)(=O)C(CNC(=O)C(=O)NCCc2ccc(F)cc2)c2cccs2)cc1 (stereo unspecified)
    0.7%, ?
CCC1CN(C(=O)N2CCC(C(=O)NCc3ccc(N(C)C)cc3)CC2)c2ccccc2O1 (stereo unspecified)
    5.1%, ?
CCOC(=O)c1cccc(NC(=O)NC2COc3ccccc3C2)c1 (stereo unspecified)
    4.8%, 3.2%[46 µM]
CCOCCCn1c(SCC(=O)Nc2ccc(C)cc2)nc2ccccc2c1=O
    -0.2%, 4.1%[46 µM]
COc1ccc(N(Cc2cccs2)C(=O)Nc2cccc(Cl)c2)cc1
    2.4%, -9.7%[46 µM]
Cc1ccc(S(=O)(=O)C(CNC(=O)C(=O)NCc2ccccc2C)c2cccs2)cc1 (stereo unspecified)
    -1.5%, ?

# In the list so far, these contain a tert-butyl group:
# Screens in order: Epigenetic derep, Lamin A splicing
COc1ccccc1NC(=O)CSc1nc(-c2ccc(C(C)(C)C)cc2)c(C#N)c(=O)[nH]1
    -0.8%, -5.5%[46 µM]
CCN1CCN(CCCNC(=O)c2cnn(-c3ccccc3Cl)c2C2CCN(C(=O)OC(C)(C)C)CC2)CC1
    2.1%, -6.5%[46 µM]
Cc1c(Cl)cccc1-n1ncc(C(=O)NCc2cccs2)c1C1CCN(C(=O)OC(C)(C)C)CC1
    -1.3%, ?
Cc1ccc(-n2ncc(C(=O)NCCN3CCN(C)CC3)c2C2CCN(C(=O)OC(C)(C)C)CC2)cc1C
    0.0%, -8.7%[46 µM]
